# Assay outcomes as filed in PubChem.
# Akt phos inh = blocks phosphorylation of Akt. Neuro2A IGF-stimulated pAkt S473 HTRF, 20 min; hits give low values. activity change, % for hits at 50 µM. actives 0.32% (n = 360,000); in the data active = activity change below about -80%; inconclusive = mostly about -51% to -80%; also: % is scaled to controls: 0 for no effect and ±100 for the full control effect
#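 Neuro2A cells (4,500/well, DMEM with 0.5% FBS) were treated with compound at a single 50 µM final concentration, stimulated with 6 nM IGF for 20 min at 37 °C, and lysed. Phospho-Akt Ser473 was read by HTRF as 665/615 ratio ×10^4.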
# FUS suppressor = rescues growth of FUS-expressing yeast; S. cerevisiae FUS-expressing, growth rescue, OD600, 24 h; Potency, µM (highest dose often 76.6 µM), without a hit: at the top dose growth rescue (activation), usual class: activators; actives 0.24% (n = 390,000);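 also: potency is read from the fitted curve at half-maximal effect; plate controls were DMSO vehicle for no effect and reference control for full effect; nearly all actives have a fitted effect of over 55% in size; some results filed as inactive show a strong effect at the top dose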
#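 Quantitative HTS measuring growth restoration of FUS-toxic yeast. Galactose-induced cells (OD 0.005) were exposed 24hr at 30C to compounds at several concentrations, then absorbance at 600 nm was recorded.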
# aSyn rescue = alpha-synuclein toxicity inhibition in yeast | Potency, µM (highest dose often 46.1 µM), for inactives: at the top dose growth rescue (activation), usual class: activators | Yeast expressing alpha-synuclein, growth rescue, BacTiter-Glo, 24 h | actives 0.14% (n = 370,000); also: potency is read from the fitted curve at half-maximal effect; % of control where 0% means no effect; nearly all actives have a fitted effect of over 65% in size
#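 Screening used galactose-induced yeast with toxic alpha-synuclein levels, exposed to compound for 24 hr at 30 deg C. Cell growth, read with BacTiter-Glo luminescence, gave the measured signal.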
# Abeta rescue = compounds reversing amyloid beta toxicity in yeast | yeast expressing A-beta42, growth rescue, OD600, 48 h; response scale: 0% DMSO, 100% iron-clioquinol control | Potency, µM (series often up to 46.1 µM), without a hit: top-dose growth rescue, hits mostly activators | actives 0.063% (n = 410,000) | AID 1347071; also: potency is read from the fitted curve at half-maximal effect; nearly all actives have a fitted effect of over 55% in size
#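 Growth rescue measured by 600 nm absorbance after 48 h yeast culture at 30 C with compound. Values normalized between DMSO and an equimolar ferric chloride plus clioquinol control.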
# PTHR1 ag = activates the human parathyroid hormone receptor PTHR1; HEK293 GP2 PTHR1 cells, GloSensor cAMP luminescence, 1 h; AID 743266; actives 0.075% (n = 410,000); Potency, µM (titrated, usually from 115 µM), for the others: top-dose activation, most hits filed as activators; also: potency is read from the fitted curve at half-maximal effect; nearly all actives have a fitted effect of over 55% in size; some results filed as inactive show a strong effect at the top dose; inactives centre near -15; many of its hits are not listed in these tables
#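 HEK-293-derived GP2 cells expressing PTHR1 and a GloSensor cAMP reporter, 3,000/well, plated overnight, given luciferin plus IBMX (each 0.5 mM as added) for 1 h at 37 °C, then compound for 1 h at 37 °C. Luminescence was read after 15 min at room temperature.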
# TDP-43 yeast inh = inhibitors of TDP-43 toxicity in yeast | TDP-43 expressing yeast growth rescue, BacTiter-Glo, 24 h | Potency, µM (titrated, usually from 46.1 µM), for inactives: at the top dose growth rescue (activation), actives largely listed as activators | AID 652104 | actives 1.8% (n = 410,000); also: potency is read from the fitted curve at half-maximal effect; % of control where 0% means no effect; nearly all actives have a fitted effect of over 50% in size
#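 Readout is BacTiter-Glo luminescence of cell growth, so inhibitors register as activators. TDP-43-expressing yeast at OD600=0.02 in galactose medium, after raffinose pregrowth to mid-log, were incubated with compound for 24 hr at 30 deg C.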
# GLP1R ag = agonists of human GLP-1 receptor. HEK293 GLP-1R CRE-luciferase, luminescence, 4-6 h; cells express a hypersensitive GLP-1R form. Potency, µM (doses to about 45.6 µM), without a hit: at the top dose activation, hits mostly activators. actives 0.007% (n = 380,000). AID 624172; also: potency is read from the fitted curve at half-maximal effect; % of control where 0% means no effect
# Target sequence (P43220 whole entry, looked up): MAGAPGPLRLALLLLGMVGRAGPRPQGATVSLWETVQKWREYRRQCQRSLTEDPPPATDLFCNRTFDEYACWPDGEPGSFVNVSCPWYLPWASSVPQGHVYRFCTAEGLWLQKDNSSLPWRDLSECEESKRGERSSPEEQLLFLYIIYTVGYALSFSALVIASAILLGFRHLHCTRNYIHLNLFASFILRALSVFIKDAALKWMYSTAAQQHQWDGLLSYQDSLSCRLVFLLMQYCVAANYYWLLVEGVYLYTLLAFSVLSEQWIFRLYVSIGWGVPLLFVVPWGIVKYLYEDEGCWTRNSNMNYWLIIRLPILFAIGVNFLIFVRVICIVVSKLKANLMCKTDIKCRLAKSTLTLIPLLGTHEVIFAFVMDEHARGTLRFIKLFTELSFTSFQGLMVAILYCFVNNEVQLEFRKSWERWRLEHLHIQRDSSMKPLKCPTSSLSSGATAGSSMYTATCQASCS
# DRD3 antagonist = antagonists of human D3 dopamine receptor; P35462; D3R cells, DiscoveRx beta-arrestin luminescence, antagonist mode; hits give low values; max response, negative = inhibition, %; actives 2.5% (n = 360,000); in the data active = max response below about -50%; inconclusive = no clear call, values can overlap the other calls; also: % is scaled to controls: 0 for no effect and ±100 for the full control effect; mostly tested at two doses, the higher about 12 µM
# Target sequence (P35462 whole entry, looked up): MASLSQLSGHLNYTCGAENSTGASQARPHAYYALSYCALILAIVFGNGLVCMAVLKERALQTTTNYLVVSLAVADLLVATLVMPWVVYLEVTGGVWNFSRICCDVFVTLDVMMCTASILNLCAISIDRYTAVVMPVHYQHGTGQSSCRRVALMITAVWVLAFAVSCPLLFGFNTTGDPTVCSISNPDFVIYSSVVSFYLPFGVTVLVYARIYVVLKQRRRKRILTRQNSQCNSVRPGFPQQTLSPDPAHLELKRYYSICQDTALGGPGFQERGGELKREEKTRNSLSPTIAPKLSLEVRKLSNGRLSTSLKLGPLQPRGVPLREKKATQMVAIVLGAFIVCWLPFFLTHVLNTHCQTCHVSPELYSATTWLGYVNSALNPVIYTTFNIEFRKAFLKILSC
#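 Cells expressing the human receptor were seeded at 1500 cells/well, incubated overnight at 37 degrees C in 5% CO2, then exposed to library compounds with dopamine controls for 90 minutes at 37 degrees C before luminescent detection.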
# GLP1R inv ag = inverse agonists of human GLP-1 receptor; HEK293 GLP-1R CRE-luciferase, luminescence, 24 h; GLP-1R form is constitutively active; actives 1.6% (n = 410,000); P43220; Potency, µM (doses to about 38.3 µM), for the others: at the top dose activity change, negative = inhibition, hits mostly inhibitors; AID 624417; also: potency is read from the fitted curve at half-maximal effect; % is scaled to controls: 0 for no effect and ±100 for the full control effect; nearly all actives have a fitted effect of over 55% in size
#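 Luminescence readout: a drop in cAMP-driven luciferase signal flags inverse agonism at a constitutively active GLP-1R stably expressed in HEK293. Compound exposure lasted 24 hr at 37 deg C, 5% CO2.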
# * hit, by the source's call; i = inactive; ? = inconclusive; · = no result given; & = joins results of further samples; [ ] = another dose, or the depositor's remark. Unless noted, calls follow the shape of the dose curve; as a rule, active = well fitted curve in the direction sought with a large enough effect; inconclusive = small, poorly fitted or top-dose-only effect, or another doubt; inactive = no such curve, though single readings can be large; an effect the other way counts as inactive or inconclusive. This is a subset. The share of hits here may be higher or lower than overall.
1. Cc1cc(OCC(=O)Nc2ccc(S(=O)(=O)N3CCN(C)CC3)cc2)cc(C)c1Cl
2. CCn1c(SCc2c(Cl)cccc2Cl)nnc1-c1nn(-c2ccccc2)ccc1=O
3. N#Cc1ccc(-c2cn(-c3ccccc3)c3[n+]2CCCS3)cc1
4. O=C(c1ccc([N+](=O)[O-])cc1)N(Cc1ccc(Cl)cc1)N1C(=O)CCCC1=O
5. O=C(COc1ccc(Br)cc1Br)NC(=O)NC1CCCC1
6. FC(F)(F)c1cccc(OCCOCCn2cncn2)c1
7. O=C(CSc1nnc(-c2ccco2)n1-c1ccccc1)Nc1c(Cl)cc(Cl)cc1C(=O)O
8. Cc1ccccc1CNC(=O)C1CCN(c2nnc(N3CCCC3=O)s2)CC1
9. O=C(c1ccc(F)cc1)N1CCN(C(=O)c2ccc([N+](=O)[O-])cc2)CC1
10. O=c1[nH]c(-c2ccccn2)nc2sc(-c3ccccc3)cc12
Compound	1	2	3	4	5	6	7	8	9	10
DRD3 antagonist	?	-20	7	?	-6	?	-4	0	9	?
Abeta rescue	-33%[inhibitor]	14%	-2%	9%	21%	-14%	-11%	0%	6%	-13%
aSyn rescue	-1%	-20%	-1%	-9%	11%	-5%	13%	1%	-4%	?
FUS suppressor	29%	10%	-3%	·	3%	11%	7%	-2%	-2%	7%
GLP1R inv ag	?	-55%	14%	0%	?	-14%	46%[activator]	-9%	13%	?
PTHR1 ag	i	-5%	i	-1%	-50%[inhibitor]	i	i	-10%	i	-19%
GLP1R ag	-21%	6%	1%	2%	16%	5%	-2%	16%	2%	10%
TDP-43 yeast inh	-5%	-13%	-20%	9%	21%	4%	18%	14%	-10%	?
Akt phos inh	i	i	i	i	i	i	i	i	i	i

# Brought forward from above: 4 entries, followed by the next part.
7. O=C(CSc1nnc(-c2ccco2)n1-c1ccccc1)Nc1c(Cl)cc(Cl)cc1C(=O)O
8. Cc1ccccc1CNC(=O)C1CCN(c2nnc(N3CCCC3=O)s2)CC1
9. O=C(c1ccc(F)cc1)N1CCN(C(=O)c2ccc([N+](=O)[O-])cc2)CC1
10. O=c1[nH]c(-c2ccccn2)nc2sc(-c3ccccc3)cc12
11. CCOC(=O)c1[nH]c(C)c(C(=O)Nc2ccc(C)c(C)c2)c1C
12. Cn1ncc2c(N3CCN(c4ccc(Cl)c(Cl)c4)CC3)ncnc21
13. Cc1c(Cl)cccc1NC(=O)Nc1ccc(C(N)=O)cc1
14. CCC(=O)c1cc(Br)ccc1OCC(=O)N1CCN(S(=O)(=O)c2ccccc2)CC1
15. CC(=O)c1ccc(N2CCN(CC(=O)Nc3ccc4c(c3)OCCO4)CC2)cc1
16. Cc1ccc(-c2nc3c4ccccc4[nH]c(=O)n3n2)cc1
17. COc1ccccc1CCN=C(N)NS(=O)(=O)c1ccccc1
18. Cc1cccnc1NC(=S)NC(=O)/C=C/c1ccco1
19. CC(=O)Nc1ccc(/C=N/NC(=O)c2cc(-c3ccco3)nc3ccccc23)cc1
20. CCOc1cccc(C(=O)NCc2ccccc2)c1
Compound	7	8	9	10	11	12	13	14	15	16	17	18	19	20
DRD3 antagonist	-4	0	9	?	-13	4	4	-20	11	·	2	-26	9	4
Abeta rescue	-11%	0%	6%	-13%	3%	-1%	-4%	-3%	5%	-11%	0%	-7%	-14%	0%
aSyn rescue	13%	1%	-4%	?	-1%	-3%	-11%	10%	0%	·	0%	-2%	-8%	-1%
FUS suppressor	7%	-2%	-2%	7%	-12%	0%	-6%	?	·	-9%	-4%	45%	25%	-1%
GLP1R inv ag	46%[activator]	-9%	13%	?	-16%	9%	2%	?	13%	20%	-18%	41%[activator]	3%	-24%
PTHR1 ag	i	-10%	i	-19%	-30%	i	-2%	-48%	-10%	-5%	-23%	i	i	i
GLP1R ag	-2%	16%	2%	10%	7%	1%	1%	-7%	1%	1%	-6%	-1%	7%	4%
TDP-43 yeast inh	18%	14%	-10%	?	?	6%	-2%	0%	?	?	-7%	-28%	-8%	-6%
Akt phos inh	i	i	i	i	i	i	i	i	i	·	i	i	i	i

# Single records, from the list above. Order of screens: DRD3 antagonist | Abeta rescue | aSyn rescue | FUS suppressor | GLP1R inv ag | PTHR1 ag | GLP1R ag | TDP-43 yeast inh | Akt phos inh
# Shown for CCn1c(SCc2c(Cl)cccc2Cl)nnc1-c1nn(-c2ccccc2)ccc1=O → -20 | 14% | -20% | 10% | -55% | -5% | 6% | -13% | i
# Shown for Cc1cccnc1NC(=S)NC(=O)/C=C/c1ccco1 → -26 | -7% | -2% | 45% | 41%[activator] | i | -1% | -28% | i

# Screen by screen, from the results shown.
# Abeta rescue, compounds 15 to 19, in order: 5%, -11%, 0%, -7%, -14%

# Remaining list, next part.
21. CCOC(=O)C1CCCN(c2c(Nc3cc(C)cc(C)c3)c(=O)c2=O)C1 (configuration not stated)
22. CC(C)n1nnnc1SCC(=O)Nc1cccc(F)c1
23. COc1ccccc1CC(=O)NC1CC1
24. COc1ccc(NC(=O)CCNC(=O)c2ccccc2Cl)cc1S(=O)(=O)N1CCCCC1
25. CCOc1ccc(NC(=O)CN(C)C(=O)c2cc3c(s2)CCCCC3)cc1OCC
26. O=C(O)c1ccc(Cl)cc1Nc1nc2cc(Cl)ccc2o1
27. COc1cccc(NC(=O)CN(C)C(=O)CNC(=O)c2sc3ccccc3c2Cl)c1
28. Cc1ccc(NC(=O)/C(=C\c2cccc(Br)c2)NC(=O)c2ccco2)cc1
29. CCn1cnc2c1c(=O)n(CC(=O)Nc1cc(C)on1)c(=O)n2Cc1ccccc1
30. O=C(CN1C(=O)NC2(CCc3ccccc32)C1=O)c1ccc(Br)cc1 (configuration not stated)
Compound	21	22	23	24	25	26	27	28	29	30
DRD3 antagonist	9	3	0	0	13	-24	0	-24	-10	-1
Abeta rescue	-17%	12%	-2%	-4%	4%	-93%[inhibitor]	-6%	-3%	7%	-5%
aSyn rescue	-1%	2%	-7%	1%	-9%	-27%	0%	-3%	1%	23%
FUS suppressor	10%	-4%	-4%	-46%	25%	35%	14%	4%	-4%	?
GLP1R inv ag	-11%	10%	1%	7%	?	?	-19%	?	9%	?
PTHR1 ag	-22%	i	-23%	-9%	i	-24%	-19%	0%[57.5 µM]	i	30%
GLP1R ag	-2%	16%	-10%	-7%	11%	0%	12%	1%	1%	6%
TDP-43 yeast inh	7%	-14%	5%	4%	10%	-81%[inhibitor]	24%	-8%	-22%	-52%[inhibitor]
Akt phos inh	i	i	i	i	i	i	i	i	i	i

31. O=C(c1cc2nc(-c3cccs3)cc(C(F)(F)Cl)n2n1)N1CCCc2ccccc21
32. C=CC(=O)Nc1cccc(Oc2ncnc3[nH]cc(-c4cnc5ccccc5c4)c23)c1
33. CC1CCN(C(=O)c2cc3c(=O)n(C)c4cc(Cl)ccc4c3s2)CC1
34. Cc1ccc(C)c(NC(=O)CSc2nnc(-c3ccncc3)o2)c1
35. O=C(Nc1ccc(Cl)cn1)c1cccc(S(=O)(=O)N2CCCC2)c1
36. O=C1NC[C@@H](CCCCN2C[C@H](Cc3ccc(O)cc3)N(Cc3ccccc3)C(=O)C2=O)N(CCc2ccc(O)cc2)C1=O
37. CCc1nnc(NC(=O)CN2CCCC(C)C2)s1 (configuration not stated)
38. COc1ccc(/C=C/C2=CC(C)(C)NC(=S)N2)c(OC)c1
39. Cc1cccc(NC(=O)CSc2nnc(CCNC(=O)OC(C)(C)C)o2)c1C
40. Cc1ccc(C(=O)N2CCN(S(=O)(=O)c3ccc(C(C)C)cc3)CC2)s1
Compound	31	32	33	34	35	36	37	38	39	40
DRD3 antagonist	-5	23	·	-12	8	0	-4	-9	-2	-11
Abeta rescue	-15%	0%	-22%	-11%	-10%	-11%	6%	20%	12%	?
aSyn rescue	4%	-1%	-5%	-1%	-9%	-9%	0%	3%	-5%	13%
FUS suppressor	19%	-9%	-17%	1%	14%	16%	-15%	?	-16%	12%
GLP1R inv ag	10%	10%	15%	2%	-15%	6%	2%	?	10%	?
PTHR1 ag	-7%[57.5 µM]	i	i	i	-33%[inhibitor]	13%	i	-12%	-9%	-54%[inhibitor]
GLP1R ag	3%	4%	-1%	2%	14%	-4%	9%	12%	-6%	0%
TDP-43 yeast inh	-20%	15%	-29%	2%	-4%	-1%	2%	11%	8%	?
Akt phos inh	i	i	·	i	i	i	i	i	i	i

41. O=C(Nc1ccccc1O)c1ccc(NC(=O)C2CC2)cc1
42. Cc1cc(C)c(S(=O)(=O)NC(C)C)c(C)c1-n1cnnn1
43. COc1ccc(CNC(=O)CN2C(=O)COc3ccc(S(=O)(=O)N4CCC(C)CC4)cc32)cc1
44. CC(=O)Nc1ccc(NC(=O)c2cccc3ccccc23)cc1
45. COc1ccc(C(C)=O)cc1CC1(C)C(=O)Nc2ccc(-c3cccc(C(F)(F)F)c3)cc21 (configuration not stated)
46. O=S(=O)(Nc1cccc(Cl)c1)c1ccc2[nH]c3c(c2c1)CCCCCC3
Compound	41	42	43	44	45	46
DRD3 antagonist	-18	0	-6	24	18	·
Abeta rescue	0%	10%	12%&8%	15%	7%	11%
aSyn rescue	0%	3%	3%	-2%	?	·
FUS suppressor	5%	13%	13%&16%	2%	?	48%
GLP1R inv ag	86%[activator]	5%	?	-6%	?	?
PTHR1 ag	-1%	i	-32%[inhibitor]	i	i	-24%
GLP1R ag	1%	8%	7%	4%	-1%	·
TDP-43 yeast inh	-21%	14%	5%&21%	-17%	23%	?
Akt phos inh	i	i	i	i	i	·
